Bioassay records as filed in PubChem.
tuberculosis growth = growth inhibition of non-replicating M. tuberculosis (AID 488890); inhibition, % at 25 µM; hits with a dose series show IC50 in µM; actives 0.39% (n = 320,000); Mycobacterium tuberculosis non-replicating, growth inhibition; higher % means a stronger effect; in the data active means a potency from the dose series; inconclusive means inhibition mostly from about 82% at the one dose, without a potency; inactive means the rest, 99 in 100 with inhibition below about 76%;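 further: plate controls were DMSO cells for no effect and high antibiotic wells for full effect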
Salmonella PhoP GFP = PhoP regulon inhibitors, Salmonella typhi PhoP promoter GFP reporter, confirmatory (AID 1850). actives 0.33% (n = 310,000). Salmonella Typhi PhoP-promoter GFP reporter, fluorescence, 4 h; higher % means a stronger effect. inhibition, % at 50 µM; hits with a dose series show IC50 in µM; in the data active means a potency from the dose series; inconclusive means inhibition mostly from about 25% at the one dose, without a potency; inactive means the rest, 99 in 100 with inhibition below about 19%;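 further: 0% = induced wells with vehicle and 100% = uninduced wells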
VEEV TC-83 Vero = inhibitors of VEEV TC-83 cytopathic effect, confirmation, Vero cells (AID 588727). actives 0.13% (n = 350,000). inhibition, % at 20 µM; hits with a dose series show IC50 in µM. Vero cells, VEEV TC-83 cytopathic effect inhibition; higher % means a stronger effect; in the data active means a potency from the dose series; inconclusive means inhibition mostly from about 14% at the one dose, without a potency; inactive means the rest, 99 in 100 with inhibition below about 12%; further: strong numbers were not always called active
influenza NS1A = H1N1 influenza NS1A inhibitors, functional cell based assay (AID 504329). NS1A functional cell-based assay, percent inhibition; higher % means a stronger effect. inhibition, % at 12.5 µM, or IC50 in µM where a hit was titrated. actives 0.3% (n = 340,000); in the data active means a potency from the dose series; inconclusive means inhibition above about 27% without an active follow-up result; further: strong numbers were not always called active
M. tuberculosis HTS = M. tuberculosis growth inhibition, HTS (AID 449762) | M. tuberculosis H37Rv growth inhibition, 7H9 media; higher % means a stronger effect | inhibition, % at 25 µM; hits with a dose series show IC50 in µM | actives 0.59% (n = 330,000); in the data active means a potency from the dose series; inconclusive means inhibition above about 70% without an active follow-up result;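 further: bacterial growth assessed after seven days of incubation; strong numbers were not always called active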
VEEV TC-83 Vero 10K pilot screen = second read-out of VEEV TC-83 Vero, no call of its own (marks repeat the call); inhibition, %; measured here: 10K pilot screen inhibition
The depositor's hits bear a star; i = inactive; ? = inconclusive; nt = not tested or not shown; & = joins results of further samples. Not a hit list. Share with any hit: about 1.4%.

SMILES | tuberculosis growth | Salmonella PhoP GFP | VEEV TC-83 Vero | influenza NS1A | M. tuberculosis HTS | others
Cc1[nH]n(-c2ccccc2)c(=O)c1/C=N/NC(=O)COc1ccccc1[N+](=O)[O-] | 7% | -5% | 9.7% | 16% | 5%
COc1nc(/C=C/N(C)C)c([N+](=O)[O-])c(OC)n1 | 11% | 7% | 0.7% | -5% | -4%
CC(C)Cc1nnc(NC(=O)CCC(=O)N2CCN(Cc3ccc(F)cc3)CC2)s1 | 8% | 5% | 0.8% | -1% | 6%
COc1ccc2cc(C(=O)NCCc3ccccc3)[nH]c2c1 | 2% | 11% | 1.4% | -18% | 5%
CC1CN(C(=O)Nc2ccc3c(c2)OCO3)CC(C)O1 (configuration not stated) | -9% | -6% | i | 2% | -5%
O=C(NCc1cccnc1)c1ccccc1CCc1ccccc1 | 15% | 13% | 7.0% | -29% | 5%
Cc1csc(NC(=O)CS(=O)(=O)c2ccccc2)n1 | 0% | 11% | 0.2% | -1% | -2%
O=C(CSc1nc2ccccc2[nH]1)Nc1cccc(S(=O)(=O)N2CCOCC2)c1 | 15% | -4% | 2.4% | -24% | -5%
COP(=O)(/C=C(\Cl)c1ccccc1)/C=C(\Cl)c1ccccc1 | 17% | 3% | i | -26% | -2%
C/C(=N\Nc1nccnc1Cl)c1ccc(O)cc1 | 8% | -8% | 0.3% | 0% | 11%
COC(=O)c1ccc(COC(=O)CNC(=O)c2cccs2)cc1 | 14% | -7% | 0.1% | 9% | -12%
Cc1ccc(S(=O)(=O)N2CCC(C(=O)C3C(=O)CC(C)(C)CC3=O)CC2)cc1 | 11% | -2% | 0.6% | -6% | -9%
O=C(Cn1nc(C(F)F)cc1C(F)F)NNC(=S)Nc1ccc([N+](=O)[O-])cc1 | -2% | 139µM* | 4.5% | 7% | 0%
COCCCN1C(=O)c2[nH]nc(-c3ccccc3O)c2C1c1ccc(Cl)cc1 (configuration not stated) | 18% | -7% | i | -12% | 11%
CC(OC(=O)CCCNC(=O)c1ccc(Cl)cc1)C(=O)N(C)Cc1ccccc1 (configuration not stated) | 15% | 11% | 1.5% | -6% | 15%
Cc1ccc(SC[C@H](Cc2ccccc2)N2CCN(CC(C)C)CCC2=O)cc1 | 46% | nt | 2.3% | -5% | -3%
COc1ccc(Cl)cc1-c1n[nH]c(=S)n1C | -5% | 2% | 5.9% | -5% | -6%
CC(Sc1ncccn1)C(=O)NC1(C#N)CCCCC1 (configuration not stated) | -19% | nt | 0.3% | -4% | -8%
CCOC(=O)c1cc2c(=O)n3cccc(C)c3nc2n(Cc2ccco2)c1=NC(=O)c1ccccc1 | 45% | -4% | 12%&2.7% | 4%&-2% | 0%
CN(C)S(=O)(=O)Nc1ccc2c(c1)Cc1ccccc1-2 | -7% | -3% | 1.1% | -6% | -12%
CCCCNC(=O)NS(=O)(=O)c1ccc(C(=O)OC)o1 | -4% | 23% | 1.4% | -2% | -5%
Cc1ccc(S(=O)(=O)N2CCc3cc4c(cc3C2C)OCCCO4)cc1 (configuration not stated) | 23% | -12% | 3.7% | -1% | 2%
COc1ccc(NC(=O)CSc2nnnn2-c2ccc(F)cc2)cc1 | -12% | -2% | 0.3% | -12% | -7%
Cc1cccc(OCc2n[nH]c(=S)n2Cc2ccccc2)c1 | -15% | -8% | 0.9% | 6% | 6%
Cc1cc(C)n2cc(CSc3ccc(Br)cc3)nc2n1 | 10% | 14% | 0.7% | 6% | 6%
CCCCC1NC(C(=O)O)CS1 (configuration not stated) | -16% | -2% | 2.6% | -4% | -1%
COC(=O)C(CC(C)C)NC(=O)c1ccc(F)cc1 (configuration not stated) | 14% | -8% | 0.8% | -2% | 5%
COc1cc(/C=N/NC2=NS(=O)(=O)c3ccccc32)ccc1OC(C)=O | 2% | -2% | 0.7% | 22% | 13%
Cc1ccc(N(C)S(=O)(=O)c2c(C)noc2/C=C/N(C)C)cc1 | 18% | -3% | 1.7% | 9% | -3%
CCn1c(SCC(=O)Nc2cccc(C)c2)nc2ccccc2c1=O | 0% | 11% | 0.7% | -4% | -3%
CN(C)C(=O)C1(c2ccccc2)CCN(S(=O)(=O)c2ccccc2)CC1 | 23% | 7% | 0.2% | -22% | 7%
Cc1cccc(N(Cc2ccccc2F)S(C)(=O)=O)c1 | -2% | 15% | 1.6% | -5% | -3%
COc1ccc(NC(=O)CN2C(=O)NC3(CCCC3)C2=O)c(OC)c1 | -3% | 7% | 0.7% | -1% | 1%
O=C(NCCOc1ccccc1Cl)C(=O)c1c[nH]c2ccccc12 | 12% | 3% | 8.8% | 1% | 5%
O=S(=O)(NCc1ccccc1)c1ccc(S(=O)(=O)N(Cc2ccccn2)C2CCCC2)cc1 | 28% | -4% | 1.0% | -4% | 0%
CCC(=O)NCCc1nc2cc(NC(=O)c3ccccc3OC)ccc2n1C | 2% | 4% | 0.1% | -5% | -6%
CC[C@@](C)(NS(=O)(=O)OCC(Cl)(Cl)Cl)c1ccccc1 | ? | 8% | i | -7% | 31% | VEEV TC-83 Vero 10K pilot screen=1.0
COc1ccc(CNC(=S)Nc2ccc(OC)cc2)cc1 | ? | 3% | 0.3% | 5% | 7%
Cn1c(=O)c2c(nc(Oc3ccc4c(c3)OCO4)n2Cc2ccc(F)cc2)n(C)c1=O | 2% | -3% | 0.3% | -12% | -1%
COc1ccc(OC)c(C2CC(=O)C3=C(C2)NC(=O)CC3c2ccc(O)c(OC)c2)c1 (configuration not stated) | 14% | 3% | 3.4% | -4% | 3%
CCn1cc(C(=O)O)c(=O)c2cc(F)c(N3CCN(C(=S)Nc4ccccc4OC)CC3)cc21 | ? | 11µM* | 2.3% | 1% | 39%
COc1ccc(OC)c(C(=O)NC(CC(N)=O)c2ccc(N3CCN(c4ccc(F)cc4)CC3)c([N+](=O)[O-])c2)c1 (configuration not stated) | 1% | -1% | i | 0% | ?
CCOc1ccc(NC(=O)CN(c2ccc(OC)c(OC)c2)S(=O)(=O)c2ccc(C)cc2)cc1 | 2% | -1% | 0.2% | 0% | -3%
CCC(NC(=O)Nc1nccs1)(C(F)(F)F)C(F)(F)F | 10% | -5% | 3.1% | -9% | 2%
CCn1cc([C@@H]2C[C@H]3CN(Cc4cccc(Cl)c4)C(=O)[C@]34CCCN24)cn1 | 22% | -1% | 0.7% | nt | -1%
CN1CCN(C(=O)/C(=C/c2ccccc2F)NC(=O)c2ccccc2)CC1 | -3% | 11% | 0.1% | -5% | 5%
CCc1n[nH]c(=S)n1/N=C/c1ccc(-c2ccc(Br)cc2)o1 | 73% | 0% | 0.7% | -14% | 94%
CCOc1ccc(NN=C(C(=O)OC)C(=O)OC)c([N+](=O)[O-])c1 | -4% | 4% | 4.1% | 5% | 2%
CCc1ccc(NC(=O)CSc2ccc(-c3ccccn3)nn2)cc1 | ? | 7% | 4.2% | 14% | ?
O=C(N[C@@H](Cc1ccccc1)C(=O)Nc1ccc(F)cc1)C1CCNCC1 | 2% | -12% | 5.1% | 10% | 4%
(continued)
SMILES | tuberculosis growth | Salmonella PhoP GFP | VEEV TC-83 Vero | influenza NS1A | M. tuberculosis HTS | others
CCCCn1c(-c2ccoc2C)n[nH]c1=S | 16% | 4% | 0.9% | -1% | -5%
Cc1ccccc1OCCNc1cc(N2CC(C)NC(C)C2)ccc1[N+](=O)[O-] (configuration not stated) | i | 14% | 4.2% | 23% | ?
COc1ccc(C(=O)ON=C2CCN(C)CC2)cc1 | 18% | 4% | 0.6% | -1% | 14%
C=CCc1cc(C(=O)N2CCCCC2)ccc1O | -9% | 2% | 2.5% | 0% | 5%
CCOCCCNCc1ccc(OCc2ccc(F)cc2)c(OC)c1 | 25% | -18% | i | 5% | 2%
CCOC(=O)N1CCN(C(=O)c2sc3nc(-c4ccc(F)cc4)cn3c2C)CC1 | 14% | -1% | 1.7% | -1% | -16%
CC12C=CC(=O)C=C1C(F)CC1C3CCC(O)(C(=O)CO)C3(C)CC(O)C12F (configuration not stated) | nt | nt | 0.5% | 1% | nt
COC(=O)c1c(-c2c(Cl)cccc2Cl)noc1C(=O)NNC(=O)N(C)C | 16% | -20% | 0.8% | -15% | 5%
CCN(CC)S(=O)(=O)c1ccc(N2CCOCC2)c(NS(=O)(=O)c2cccs2)c1 | 6% | nt | 1.6% | -9% | -6%
Cc1ccc(S(=O)(=O)NC(=O)NCCc2ccccc2)cc1 | 24% | 1% | 0.6% | -5% | 3%
Cc1[nH]n(-c2ccccc2)c(=O)c1C=Nc1ccc(S(N)(=O)=O)cc1 | -8% | 7% | 0.3% | 0% | -7%
CC(=O)Cn1ncc(N2CCOCC2)c(Cl)c1=O | -14% | -1% | 1.7% | -22% | -1%
COc1ccc(-c2nc(C#N)c(NCC3CCCO3)o2)cc1OC (configuration not stated) | 7% | -5% | 3.1% | 8% | -5%
Cc1ccc(F)cc1NC(=O)c1cnccn1 | 32% | -5% | 1.9% | -10% | 7%
COc1cc2ccccc2cc1C(=O)N(CCN(C)C)c1nc2c(OC)ccc(OC)c2s1 | 62% | -3% | 6.4% | 26% | ?
COc1ccc(-c2csc(NC(=O)c3ccccc3C(=O)O)n2)cc1 | 2% | -7% | i | -11% | -9% | VEEV TC-83 Vero 10K pilot screen=2.8
O=S(=O)(Nc1ccccc1Cl)c1cc(NC(=S)NCCN2CCOCC2)ccc1Cl | 15% | 1% | i | 2% | 6%
COc1ccccc1CNC(=O)CCn1c(=O)oc2ccccc21 | -3% | -2% | 0.3% | -3% | -8% | VEEV TC-83 Vero 10K pilot screen=0.1
COc1ccc(Cl)cc1NC(=O)NCC1CCN(Cc2ccccc2F)CC1 | 24% | -9% | i | -5% | 2%
CCOC(=O)C1CCN(c2c(NC3CCCCCCC3)c(=O)c2=O)CC1 | nt | -13% | 1.1% | 30% | -5%

Some of these compounds in order of molecular weight, high to low:
SMILES | tuberculosis growth | Salmonella PhoP GFP | VEEV TC-83 Vero | influenza NS1A | M. tuberculosis HTS | others
O=S(=O)(Nc1ccccc1Cl)c1cc(NC(=S)NCCN2CCOCC2)ccc1Cl | 15% | 1% | i | 2% | 6%
COc1cc2ccccc2cc1C(=O)N(CCN(C)C)c1nc2c(OC)ccc(OC)c2s1 | 62% | -3% | 6.4% | 26% | ?
CCN(CC)S(=O)(=O)c1ccc(N2CCOCC2)c(NS(=O)(=O)c2cccs2)c1 | 6% | nt | 1.6% | -9% | -6%
CCOC(=O)N1CCN(C(=O)c2sc3nc(-c4ccc(F)cc4)cn3c2C)CC1 | 14% | -1% | 1.7% | -1% | -16%
COC(=O)c1c(-c2c(Cl)cccc2Cl)noc1C(=O)NNC(=O)N(C)C | 16% | -20% | 0.8% | -15% | 5%
CC12C=CC(=O)C=C1C(F)CC1C3CCC(O)(C(=O)CO)C3(C)CC(O)C12F (configuration not stated) | nt | nt | 0.5% | 1% | nt
CCOC(=O)C1CCN(c2c(NC3CCCCCCC3)c(=O)c2=O)CC1 | nt | -13% | 1.1% | 30% | -5%
Cc1[nH]n(-c2ccccc2)c(=O)c1C=Nc1ccc(S(N)(=O)=O)cc1 | -8% | 7% | 0.3% | 0% | -7%
CCOCCCNCc1ccc(OCc2ccc(F)cc2)c(OC)c1 | 25% | -18% | i | 5% | 2%
COc1ccc(-c2nc(C#N)c(NCC3CCCO3)o2)cc1OC (configuration not stated) | 7% | -5% | 3.1% | 8% | -5%
COc1ccccc1CNC(=O)CCn1c(=O)oc2ccccc21 | -3% | -2% | 0.3% | -3% | -8% | VEEV TC-83 Vero 10K pilot screen=0.1
Cc1ccc(S(=O)(=O)NC(=O)NCCc2ccccc2)cc1 | 24% | 1% | 0.6% | -5% | 3%
C=CCc1cc(C(=O)N2CCCCC2)ccc1O | -9% | 2% | 2.5% | 0% | 5%
Cc1ccc(F)cc1NC(=O)c1cnccn1 | 32% | -5% | 1.9% | -10% | 7%

Next part:
SMILES | tuberculosis growth | Salmonella PhoP GFP | VEEV TC-83 Vero | influenza NS1A | M. tuberculosis HTS | others
CCCn1c(SCC(=O)NC2CCCC2)nnc1-c1ccccn1 | -26% | 0% | 4.7% | -1% | -4%
c1csc(-c2nc3c4ccccc4c4ccccc4c3[nH]2)c1 | 20% | 7% | 6.2% | 2% | 3%
O=c1cc(C(F)(F)F)nc(-n2[nH]c3c(c2=O)CCCC3)[nH]1 | 3% | 6% | 0.2% | 18% | 62%
O=C(CSc1nnc(-c2ccccc2Br)o1)N1CCc2ccccc2C1 | ? | -14% | 0.1% | -2% | ?
O=C(O)CCCn1cc(NC(=O)c2ccco2)cn1 | -10% | -8% | i | 10% | -4% | VEEV TC-83 Vero 10K pilot screen=0.2
